EWS-Fli block: inhibitors of EWS/Fli oncoprotein transcriptional activity; A673 NR0B1-luciferase reporter, viability-normalised; inhibition, % at 12.6 µM; 0.67% of 350,000 active; AID 651661;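 active = mean inhibition of at least 50% after viability correction, with every replicate also passing that limit; inconclusive = mean reaches 50% but only one of two replicates passes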;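 also: firefly luciferase signal divided by Alamar Blue viability fluorescence both relative to DMSO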
Casp6 inh: caspase-6 (human) enzyme inhibition; P55212; purified caspase-6, Z-VEID-R110 cleavage fluorescence; inhibition, % at 12.5 µM; 0.53% of 350,000 active;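 active = mean inhibition across replicates at least about 35%, with every replicate also reaching that limit, limit read from the data; inconclusive = only one of the two criteria met; inactive = neither criterion met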;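 also: 0% = median of neutral control wells and 100% = no fluorescence left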
Target sequence (P55212 24-179 limits assumed): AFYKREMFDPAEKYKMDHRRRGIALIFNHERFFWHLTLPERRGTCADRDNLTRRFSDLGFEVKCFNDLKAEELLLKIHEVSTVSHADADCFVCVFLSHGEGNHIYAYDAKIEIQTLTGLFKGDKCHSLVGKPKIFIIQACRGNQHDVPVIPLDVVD
Target sequence (P55212 194-293 limits assumed): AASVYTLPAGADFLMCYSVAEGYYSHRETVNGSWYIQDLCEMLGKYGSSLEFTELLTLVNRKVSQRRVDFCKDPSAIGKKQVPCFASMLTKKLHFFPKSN
LGR2 inh: inhibitors of bursicon-induced Drosophila LGR2 receptor cAMP signaling; 0.35% of 380,000 active; HEK293 LGR2, CRE-luciferase, bursicon-stimulated, 4 h; inhibition, % at 9.99 µM; AID 720647;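 active = drop in luminescence signal, shown as inhibition above about 50% in the replicate tests, limit read from the data, passing the limit was not always enough; inconclusive = probably only some replicates passing the limit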;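 also: agonist challenge used bursicon conditioned medium at about half maximal strength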
DENV2 CPE: protects cells from dengue virus 2 cytopathic effect; CPE inhibition, % at 9.99 µM; DENV2-infected cells, cytopathic effect rescue, plate reader; 1.7% of 350,000 active; in the data active = CPE inhibition above about 20%, passing the limit was not always enough; inconclusive = no clear call, values can overlap the other calls; tested in BHK-21 cells;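 also: 0% = median of neutral control wells and 100% = median of positive control wells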
ARNT TACC3 PPI: disrupts binding between human ARNT and TACC3; Q9Y6A5; AlphaScreen His-ARNT PAS-B/GST-TACC3 binding, luminescence; TACC3 fragment carries E629A point mutation; inhibition, % at 9.99 µM; 0.66% of 390,000 active;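 active = mean inhibition of replicates at least 50% and at least half of replicates each reaching 50%; inconclusive = half or more replicates reach 50% but mean below 50%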;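 also: 0% = complete ARNT plus TACC3 wells and 100% = ARNT alone without TACC3; many hits fall short of the cut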
SIRT5 block: inhibitors of human sirtuin-5 desuccinylase; Q9NXA8; Purified SirT5, succinyl-peptide AMC, trypsin-coupled fluorescence; inhibition, % at 15 µM; 1.1% of 330,000 active; in the data active = inhibition above about 15%; inconclusive = no clear call, values can overlap the other calls
Target sequence (Q9NXA8 whole entry, looked up): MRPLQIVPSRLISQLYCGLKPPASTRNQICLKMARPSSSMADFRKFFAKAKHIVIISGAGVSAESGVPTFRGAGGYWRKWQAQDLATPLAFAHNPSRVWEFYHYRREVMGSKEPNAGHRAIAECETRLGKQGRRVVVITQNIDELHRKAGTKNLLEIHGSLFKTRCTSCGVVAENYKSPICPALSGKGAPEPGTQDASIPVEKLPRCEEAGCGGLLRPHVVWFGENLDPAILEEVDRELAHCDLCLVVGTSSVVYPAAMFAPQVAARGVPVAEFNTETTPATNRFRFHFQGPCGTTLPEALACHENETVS
PAX8 reporter: lowers PAX8-driven luciferase in RMG-I cells; RMG-I TPO-luciferase reporter, SteadyGlo, 24 h; inhibition, % at 12.6 µM; 1.2% of 360,000 active; AID 652154;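 active = mean replicate inhibition at least 60% with every replicate also reaching 60%; inconclusive = only one of the two criteria is met; inactive = mean below 60% and not all replicates reaching 60%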;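 also: luciferase light reporting Pax8 driven TPO promoter activity; plate controls were median of neutral control wells for no effect and mitoxantrone controls for full effect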
* = called active by the depositor; u = inconclusive; x = not tested or not shown; & = joins results of further samples. This is a random part of the collection; 4.9% or so of the library scored in one or more.

SMILES	EWS-Fli block	Casp6 inh	LGR2 inh	DENV2 CPE	ARNT TACC3 PPI	SIRT5 block	PAX8 reporter
COc1ccc(S(=O)(=O)Nc2ccc3c(c2)C(=O)N([C@H](C)CO)C[C@@H](C)[C@H](CN(C)C(=O)Cc2ccccc2)OCCCC[C@H](C)O3)cc1	2	-2	0	5	5	13	0
COc1cc(C(c2sc3nc(C)nn3c2O)N2CCc3ccccc3C2)cc(OC)c1OC (stereo unspecified)	8	0	-4	-1	2	1	13
Cc1[nH]c2ccccc2c1C(=O)COC(=O)Cn1cnc2ccccc21	3	2	4	x	2	0	-12
Cc1cc(C)c(-c2csc(NC(=O)CCCc3nc4ccccc4c(=O)[nH]3)n2)c(C)c1	21	2	14	0	3	0	45
CC(=O)N1CCN(C(=O)C2(NC(=O)Nc3ccccc3Cl)CCCCC2)CC1	3	2	1	-3	0	-4	9
CC1(Cc2ccc(OC(F)(F)F)cc2)C(=O)Nc2ccc(S(=O)(=O)NC3CCCCC3)cc21 (stereo unspecified)	6	-1	u	-9	x	x	90*
CN(C)c1cc(-c2ccc([N+](=O)[O-])cc2)oc(=O)c1Cl	-11	2	-35	3	-2	-1	2
CC1Cc2ccccc2N1C(=O)CSc1nc(-c2ccccc2)cs1 (stereo unspecified)	-2	-2	-10	9	-1	1	-9
CNC(=O)c1ccsc1NC(=O)C1CCN(S(=O)(=O)c2ccc(Cl)s2)CC1	12	-1	4	-3	3	-1	33
CSCCC(NC(=O)c1ccccc1Cl)C(=O)NCC(c1ccco1)N1CCCCC1 (stereo unspecified)	-5	5	6	-8	2	-2	-6
CC1(C(=O)Nc2cnc3ccccc3c2)CCN1C(=O)CC(c1ccccc1)c1ccccc1 (stereo unspecified)	18	x	32	4	x	-1	22
Cc1ccc(C2=NS(=O)(=O)N(C)C(C(=O)N3CCCCC3)=C2)cc1	-1	1	-10	-4	-3	3	10

An excerpt of these results, with bars between the fields:
Structure | EWS-Fli block | Casp6 inh | LGR2 inh | DENV2 CPE | ARNT TACC3 PPI | SIRT5 block | PAX8 reporter
COc1ccc(S(=O)(=O)Nc2ccc3c(c2)C(=O)N([C@H](C)CO)C[C@@H](C)[C@H](CN(C)C(=O)Cc2ccccc2)OCCCC[C@H](C)O3)cc1 | 2 | -2 | 0 | 5 | 5 | 13 | 0
COc1cc(C(c2sc3nc(C)nn3c2O)N2CCc3ccccc3C2)cc(OC)c1OC (stereo unspecified) | 8 | 0 | -4 | -1 | 2 | 1 | 13
Cc1[nH]c2ccccc2c1C(=O)COC(=O)Cn1cnc2ccccc21 | 3 | 2 | 4 | x | 2 | 0 | -12
Cc1cc(C)c(-c2csc(NC(=O)CCCc3nc4ccccc4c(=O)[nH]3)n2)c(C)c1 | 21 | 2 | 14 | 0 | 3 | 0 | 45
CC(=O)N1CCN(C(=O)C2(NC(=O)Nc3ccccc3Cl)CCCCC2)CC1 | 3 | 2 | 1 | -3 | 0 | -4 | 9
CC1(Cc2ccc(OC(F)(F)F)cc2)C(=O)Nc2ccc(S(=O)(=O)NC3CCCCC3)cc21 (stereo unspecified) | 6 | -1 | u | -9 | x | x | 90*
CN(C)c1cc(-c2ccc([N+](=O)[O-])cc2)oc(=O)c1Cl | -11 | 2 | -35 | 3 | -2 | -1 | 2
CC1Cc2ccccc2N1C(=O)CSc1nc(-c2ccccc2)cs1 (stereo unspecified) | -2 | -2 | -10 | 9 | -1 | 1 | -9
CNC(=O)c1ccsc1NC(=O)C1CCN(S(=O)(=O)c2ccc(Cl)s2)CC1 | 12 | -1 | 4 | -3 | 3 | -1 | 33
CSCCC(NC(=O)c1ccccc1Cl)C(=O)NCC(c1ccco1)N1CCCCC1 (stereo unspecified) | -5 | 5 | 6 | -8 | 2 | -2 | -6
CC1(C(=O)Nc2cnc3ccccc3c2)CCN1C(=O)CC(c1ccccc1)c1ccccc1 (stereo unspecified) | 18 | x | 32 | 4 | x | -1 | 22
Cc1ccc(C2=NS(=O)(=O)N(C)C(C(=O)N3CCCCC3)=C2)cc1 | -1 | 1 | -10 | -4 | -3 | 3 | 10

(more compounds)
SMILES	EWS-Fli block	Casp6 inh	LGR2 inh	DENV2 CPE	ARNT TACC3 PPI	SIRT5 block	PAX8 reporter
Nc1ccn([C@H]2C[C@H](O)[C@@H](CO)O2)c(=O)n1	-4&-1	0&-1	9&4	4&5	-2&9	4&-3	17&-23
Cc1cc(C)c(C(=O)OCC(=O)Nc2cccc(S(=O)(=O)N3CCCCC3)c2)c(C)c1	1	6	-6	6	-4	-2	30
COc1ccccc1C#Cc1cnc2c(c1)C(=O)N([C@@H](C)CO)C[C@H](C)[C@@H](CN(C)C(=O)CC1CC1)O2	0	-5	-4	-2	2	1	x
COc1ccccc1CCC(=O)OC(C)C(=O)Nc1c(C)n(C)n(-c2ccccc2)c1=O (stereo unspecified)	-8	-1	4	-2	7	-1	5
COc1ccc(NC(=O)N(C)C[C@@H]2Oc3cc(-c4cccc(C(=O)N(C)C)c4)ccc3S(=O)(=O)N([C@@H](C)CO)C[C@H]2C)cc1	3	0	-1	11	-7	-2	11
Cc1cc(C)cc(NC(=O)c2cc(Cl)sc2Cl)c1	x	x	17	x	-4	x	-9
N=c1ncn(Cc2ccccc2)c2nc(SCCOc3ccccc3)[nH]c12	6	-1	-5	-6	-9	-3	-19
CCOC(=O)c1oc2ccccc2c1CN1CC(C)OC(C)C1 (stereo unspecified)	2	-3	1	-3	-3	-2	3
O=C(O)c1csc(-c2ccc(Cl)cc2)n1	-9	-5	1	12	-2	-4	7
COc1ccc2c3c([nH]c2c1)[C@@H](CO)NCC31CCN(C(=O)Nc2ccc3c(c2)OCO3)CC1	-14	x	-10	3	x	x	x
CCc1cc2c3c([nH]c2cc1S(=O)(=O)N1CCC2(CC1)OCCO2)CCCC3=O	x	15	5	-2	-16	1	11
COc1cc(/C=N/NC(=O)c2nonc2C)ccc1O	x	x	25	x	1	x	-10
N#Cc1cccc(-c2ccc3c(c2)[C@H]2[C@H](CCN2C(=O)C2CCCCC2)[C@H](CO)N3)c1	12	-1	12	-2	9	12	66*
c1ccc(Nc2nc3ccccc3n3cnnc23)cc1	-4	2	-19	9	-5	-1	14
O=C(CC[C@H]1O[C@@H](n2ccc(=O)[nH]c2=O)[C@H](O)[C@@H]1O)N[C@H](Cc1ccccc1)C(=O)NCCCN1CCCC1=O	-2	-2	-3	x	x	x	0
Cc1ccc(NC(=O)CN(C)C(=O)CSc2ncc(C(F)(F)F)cc2Cl)cc1	x	x	-7	x	-1	x	-23
O=C1CCC([N+](=O)[O-])C(c2cccc3ccccc23)N1 (stereo unspecified)	3	1	-5	5	-7	-4	6
CC1(c2ccccc2)NC(=O)N(NC(=O)COC(=O)c2cc(Br)ccc2O)C1=O (stereo unspecified)	10	1	0	8	2	-1	-11
COc1ccc(Br)cc1C1CC(=O)N2CN(Cc3ccccc3)CSC2=C1C#N (stereo unspecified)	4	1	1	-4	-5	-1	19
CC(=O)c1ccccc1NC(=O)COC(=O)c1cc2ccccc2[nH]1	5	-2	-4	-4	-3	-6	12
COc1ccc(C(C[N+](=O)[O-])c2c(C)[nH]c3ccccc23)cc1OC (stereo unspecified)	x	x	-15	x	6	x	20
COC(=O)c1[nH]c2ccccc2c1NC(=O)C(C)N1CCOCC1 (stereo unspecified)	11	0	-2	-2	36	-2	27
O=C(Nc1ccc(C(=O)OC[C@@H]2CCCN3CCCC[C@H]23)cc1)c1cccc(Br)c1	0	-7	7	-1	9	4	39
O=C(Nc1ccc2c(c1)OCCO2)C(c1cc2ccccc2o1)N1CCN(c2ccc(F)cc2)CC1 (stereo unspecified)	-14	-2	23	-14	x	-1	-76
C[C@@H]1CN([C@H](C)CO)C(=O)c2cc(NS(=O)(=O)c3ccccc3)ccc2O[C@H]1CN(C)S(=O)(=O)c1ccccc1	-7	-4	-26	0	9	4	-9
CC1(C)C[C@@H]2C[C@@](C)(CN2C(=O)c2ccccc2)C1	13	-2	x	5	-7	1	-4
O=C(NCC(=O)N1CCN(S(=O)(=O)/C=C/c2ccccc2)CC1)c1ccccc1F	11	1	27	2	-3	0	27
CC(C)c1nnc(NC(=O)c2ccc3c(c2)OCO3)s1	u	-8	74*	-4	1	0	28
O=C(CN1CCOCC1)N/N=C/c1ccc(-c2cccc(Cl)c2Cl)o1	5	4	x	-4	9	2	21
CC(C)(CO)NC(=O)CC1C(=O)NCCN1CC(c1ccccc1)c1ccccc1 (stereo unspecified)	4	1	12	x	0	-4	-2
Cc1cc(C(=O)NC(=S)Nc2cccc(NC(=O)C(C)C)c2)ccc1[N+](=O)[O-]	-1	-2	-24	0	4	-5	-45
CC1CCCCC12NC(=O)N(CC(=O)Nc1nccs1)C2=O (stereo unspecified)	5	4	7	2	-8	x	9
CCOc1ccc(NC(=O)CN(C)C(=O)c2csc3c2CCCC3)cc1OCC	9	5	-15	u	6	-4	15
Cc1noc(C)c1C(=O)Nc1ccc(S(=O)(=O)N2CCCCC2)cc1	x	2	8	-2	1	-2	16
COC(=O)c1c(N)sc2c1CC(C)(C)OC2	9	-4	12	-2	-3	0	4
COc1ccc(N2CCN(S(=O)(=O)c3c(C)n(C)c(=O)n(C)c3=O)CC2)cc1	x	5	-7	-9	-6	3	6
CCOc1cc(OCC)cc(C(=O)N2CCC[C@H]2C(=O)N2CCC[C@H]2C(=O)NCc2cccc(OC)c2)c1	0	0	-6	-4	x	-3	-8
C[C@@H]1CN([C@H](C)CO)C(=O)Cc2cc(NC(=O)CCC(F)(F)F)ccc2O[C@@H]1CN(C)Cc1ccc(C(F)(F)F)cc1	12	4	11	-1	0	-10	1
Cc1nn(-c2ccccc2)c(N)c1C(c1ccccc1)c1c(C)nn(-c2ccccc2)c1N	x	x	2	x	4	x	11
CC1CC(C)CN(C(=O)COC(=O)Cc2ccc(Cl)cc2)C1 (stereo unspecified)	-1	1	-17	2	1	0	-5
CC(C)NC(=O)C12CC3CC(C1)CC(C(=O)NC(C)C)(C3)C2	-17	0	x	-8	1	-3	-11
CC=Cc1ccc2n(c1=O)C[C@H]1[C@H](CO)[C@@H](C(=O)N[C@H](C)c3ccccc3)N(C)[C@@H]21 (mixture of isomers)	-3	-1	-6	2	6	-3	-7
COCCNC(=O)CN1C(=O)CSc2cc(S(=O)(=O)N3CCCCCC3)ccc21	-4	-3	14	-3	x	-1	-18
O=C(/C=C/[C@H]1O[C@@H](n2cnc3c(NC(=O)c4ccccc4)ncnc32)[C@H](O)[C@@H]1O)NCCCc1ccccc1	11	-3	-4	-11	x	-4	-20
COc1ccccc1S(=O)(=O)Nc1ccc2c(c1)OC[C@H](C)NC[C@H](C)[C@@H](OC)CN(C)C2=O	-5	0	9	-3	x	-1	x
COC(=O)CC1C(=O)NCCN1C(=O)CSc1nc2ccccc2o1 (stereo unspecified)	8	-1	-7	4	-4	-2	-7

Compound activity (PubChem BioAssay)
